Screening data deposited in PubChem BioAssay by several laboratories.
ZTA counter = blocks Epstein-Barr virus ZTA, an EBNA-1 counter-screen | P03206 | ZTA-DNA binding, fluorescence polarization | inhibition, % at 11 µM | actives 0.15% (n = 320,000); in the data active means inhibition above about 33%
PP5 primary = blocks human protein phosphatase 5 activity; purified PP5c, OMFP substrate fluorescence; inhibition, % at 6.7 µM; AID 1987; actives 0.18% (n = 320,000); P53041;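 active means inhibition above the campaign's mean inhibition across all tested compounds plus 3 SD, cut at about 9.5% in these data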;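 further: 0% = DMSO only and 100% = 100 µM cantharidin control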
EBNA-1 inhibitor = blocks EBNA-1 binding to DNA | inhibition, % at 14.8 µM | actives 0.34% (n = 300,000) | AID 1950 | EBNA-1 DNA binding, fluorescence polarization; in the data active means inhibition above about 28%
TPT1 inh = C. albicans TPT1 enzyme inhibition. recombinant caTPT1, FP RNA substrate dephosphorylation. inhibition, % at 5 µM. actives 0.81% (n = 300,000);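 active means inhibition above the mean of all tested compounds plus 3 SD, set per screening campaign, cut at about 24% in these data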;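 further: plate controls were DMSO alone for no effect and ferristatin control at 100 nM for full effect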
Efflux pump inh = blocks antifungal efflux pumps in multiplex yeast assay; S. cerevisiae Candida pump triplex, Nile Red efflux; inhibition, % at 10 µM; actives 0.44% (n = 330,000); AID 485275;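 active means plate passing quality check with inhibition over a set limit, or well fluorescence over plate mean plus 4 SD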;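 further: Nile Red retained in pooled yeast measured as flow cytometry median fluorescence; 0% = buffer negative control and 100% = Enniatin B positive control; higher means more Nile Red kept so more efflux inhibition; some compounds called inactive have numbers as strong as hits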
CTSL1 counter = blocks F. hepatica cathepsin L1 in PFM18AAP counter-screen; recombinant F. hepatica cathepsin L1, Z-Leu-Arg-MCA fluorescence; inhibition, % at 5.96 µM; actives 0.49% (n = 300,000); AID 1906;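 active means inhibition above the mean of all tested compounds plus 3 SD, set per screening campaign, cut at about 17% in these data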;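 further: 0% = plate median of test compound wells and 100% = 1 µM Z-Phe-Ala-diazomethylketone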
PREPL inh = inhibitors of human prolyl oligopeptidase-like enzyme PREPL | AID 2751 | actives 0.68% (n = 320,000) | inhibition, % at 5.96 µM | recombinant PREPL, fluorescence polarization activity-based probe; in the data active means inhibition above about 43%;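 further: 0% = enzyme with DMSO and 100% = wells lacking enzyme; many of its hits are not listed in these tables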
Target sequence (Q4J6C6 whole entry, looked up): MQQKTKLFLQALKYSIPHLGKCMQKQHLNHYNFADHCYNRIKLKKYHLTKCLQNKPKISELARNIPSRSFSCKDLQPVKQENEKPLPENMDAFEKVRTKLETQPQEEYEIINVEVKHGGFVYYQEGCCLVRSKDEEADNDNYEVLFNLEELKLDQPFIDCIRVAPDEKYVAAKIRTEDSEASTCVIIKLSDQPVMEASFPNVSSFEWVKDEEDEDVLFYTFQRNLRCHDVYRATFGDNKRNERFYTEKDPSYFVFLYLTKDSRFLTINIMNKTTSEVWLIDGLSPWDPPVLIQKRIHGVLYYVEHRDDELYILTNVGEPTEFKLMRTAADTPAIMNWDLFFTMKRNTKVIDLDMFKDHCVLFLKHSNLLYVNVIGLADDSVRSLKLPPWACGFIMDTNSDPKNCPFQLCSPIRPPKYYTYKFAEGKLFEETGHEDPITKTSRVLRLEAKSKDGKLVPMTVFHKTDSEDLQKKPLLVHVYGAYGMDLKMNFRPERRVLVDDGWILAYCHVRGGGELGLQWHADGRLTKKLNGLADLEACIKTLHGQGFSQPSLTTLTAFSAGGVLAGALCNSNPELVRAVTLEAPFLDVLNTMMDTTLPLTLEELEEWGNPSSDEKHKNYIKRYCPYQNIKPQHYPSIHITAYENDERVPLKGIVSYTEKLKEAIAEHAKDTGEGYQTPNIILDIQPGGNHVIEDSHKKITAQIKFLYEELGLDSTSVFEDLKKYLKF
core dimer inh = HCV core protein dimerization inhibition; TR-FRET GST/Flag-core106 dimerization, 1536-well; inhibition, % at 5 µM; actives 0.33% (n = 300,000); AID 1899;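 active means inhibition above the mean of all tested compounds plus 3 SD, set per screening campaign, cut at about 45% in these data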
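System – GST-tagged and Flag-tagged HCV core protein residues 1-106 · Repeats – one well for each compound · Technique – TR-FRET 671 and 617 nm emission · Doses – one concentration, 5 µM, in 0.5% DMSO · Times – 4 h, 22.5 °C incubation · Also added – Eu donor and XL665 acceptor anti-tag antibodies · Measure – percent inhibition of core106 dimerization signal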
PP1 counter = blocks human PP1-alpha phosphatase, a PP5 counter-screen; P62136; purified PP1alpha, OMFP fluorescence; inhibition, % at 6.7 µM; actives 0.9% (n = 320,000); AID 2235;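 active means inhibition above the mean inhibition of all tested compounds plus 3 SD, computed separately for each screening campaign, cut at about 15% in these data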
Target sequence (P62136 whole entry, looked up): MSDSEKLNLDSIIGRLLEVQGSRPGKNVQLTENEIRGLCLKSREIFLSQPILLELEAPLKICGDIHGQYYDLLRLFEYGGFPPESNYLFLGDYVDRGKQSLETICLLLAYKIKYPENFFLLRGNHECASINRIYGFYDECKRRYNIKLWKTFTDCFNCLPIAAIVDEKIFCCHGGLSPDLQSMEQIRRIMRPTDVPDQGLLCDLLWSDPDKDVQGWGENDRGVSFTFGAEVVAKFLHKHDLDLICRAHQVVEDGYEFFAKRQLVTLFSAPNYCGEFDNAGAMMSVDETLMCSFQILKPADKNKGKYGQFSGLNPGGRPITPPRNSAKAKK
An asterisk follows results filed as active; nt = not tested or not shown. Only part of the results is shown; rates above refer to the full screens.

SMILES	ZTA counter	PP5 primary	EBNA-1 inhibitor	TPT1 inh	Efflux pump inh	CTSL1 counter	PREPL inh	core dimer inh	PP1 counter
COc1cccc(-c2nc(CS(=O)(=O)CC(=O)Nc3ccccc3Cl)c(C)o2)c1	-7	2.9	6	3	-0.2	-1	-9	-3	-2
O=C(CCS(=O)(=O)c1ccc(F)cc1)Nc1nnc(-c2ccco2)o1	-14	-2.5	-6	3	0.0	-2	-11	-3	-3
O=c1c2ccccc2c(-c2ccc(Cl)cc2)nn1-c1ccccc1	-21	5.0	4	0	0.0	-1	4	-6	1
Cc1noc(C)c1S(=O)(=O)N1CCC(C(N)=O)CC1	-1	1.0	2	2	0.2	1	1	-2	-1
CC(=O)N1CCC(C(=O)Nc2ccc(S(=O)(=O)N3CCCCC3)cc2)CC1	4	0.9	-6	0	0.0	-3	2	4	-6
O=C1C=C(c2cc(Cl)cc(Cl)c2)C[C@@H](c2ccc3c(c2)OCO3)C1	-18	2.0	nt	nt	-0.1	nt	-3	nt	-1
O=C(CN1C(=O)c2ccccc2S1(=O)=O)NCCSCc1c(F)cccc1Cl	-4	2.0	-9	-4	0.2	-2	-18	-6	3
CCCc1cc(C(=O)N2CCCC(C(=O)c3ccc(Cl)cc3)C2)n(C)n1 (centres undefined)	-28	1.1	-3	0	0.2	0	9	-13	1
COc1cc(/C=C/C(=O)OCC(=O)Nc2ccc(C)cc2[N+](=O)[O-])ccc1O	-6	0.3	27	-2	0.0	1	11	8	-1
CCN1CCN(c2cc(C)c3cc(NC(=O)c4cncc(Br)c4)ccc3n2)CC1	-11	2.5	-4	3	0.1	4	15	-9	0
CC(=O)Nc1c(-c2ccccc2)nc2ncccn12	15	-1.6	8	-4	-0.1	-1	11	0	-4
CCOC(=O)CSc1nnc(-c2ccco2)n1-c1ccccc1	-15	0.7	1	-1	0.0	-8	-6	-6	-2
COCCNC(=O)CSc1nc2nn(-c3ccccc3)c(=O)c-2c2n1CCCCC2	-19	1.0	-10	-4	-0.1	4	7	-4	4
Cc1cccc(-c2nnc(SCC(=O)Nc3cccc(C(=O)N4CCOCC4)c3)n2C)c1	11	-2.0	3	-4	0.2	2	-8	-2	-2
COc1ccc2oc3ccc(OC)cc3c(=O)c2c1	-16	-0.6	3	-1	-0.2	4	-4	7	-1
O=C(COC(=O)CCSc1ccccc1)Nc1cc(F)ccc1F	-6	0.0	-10	0	0.1	-56	-3	9	5
O=C(O)CCC(=O)N1CCC[C@H]1C(=O)O	11	0.0	-1	-4	0.1	-3	0	6	-2
Cc1cc(C)n(C(C)CC(=O)Nc2ccc(-c3ccno3)cc2)n1 (centres undefined)	-5	2.0	-19	-6	0.2	1	9	-5	-1
Cc1ccc(OC(C)C(=O)Nc2ccncc2)cc1 (centres undefined)	-7	-1.7	-4	-2	0.1	4	3	4	1
CCCSc1nnc(CNC(=O)C23CC4CC(CC(C4)C2)C3)n1Cc1ccccc1	8	2.1	10	-3	0.1	2	7	13	-1
CC(C)C(=O)c1cn(CC(=O)N2CCCc3ccccc32)c2ccccc12	-14	2.3	-1	0	0.1	1	0	-2	-2
O=C(NNc1ccccn1)C(c1ccccc1)c1ccccc1	9	-0.5	10	0	-0.2	2	2	4	-3
O=C(/C=C/c1ccccc1)NC(=S)NNC(=O)c1ccco1	9	-0.4	-1	1	0.0	11	1	-3	0
CC1CCCCN1CCNC(=O)c1ccc2c(c1)N(Cc1ccccc1F)C(=O)c1ccccc1S2=O (centres undefined)	-11	4.3	-5	-5	0.2	-2	13	-19	-1
COc1ccc(-c2ccc3oc(-c4ccsc4)c(-c4ccc(OC)cc4)c3c2)cc1	-10	-4.5	6	2	0.1	-5	7	-26	-7
O=C(Nc1ccn(Cc2ccccc2F)n1)c1ccc(COc2ccc(Cl)cc2Cl)o1	5	5.7	-11	-1	0.1	1	-30	5	8
CC(C)CN(C(=O)CN1C(=O)C2CCCCC2C1=O)c1c(N)n(Cc2ccccc2)c(=O)[nH]c1=O (centres undefined)	-1	0.2	1	0	-0.1	1	2	5	-1
CCOc1ccccc1NS(=O)(=O)c1ccc(-c2cnc(C3CC3)o2)cc1	-5	4.0	0	3	0.4	2	5	-5	-1
Cc1cc(SCC(=O)NCC(c2cccs2)N2CCOCC2)c(C)cc1Br (centres undefined)	6	0.5	-8	1	0.0	2	41	-1	-1
CCN(CC)C(=O)c1ccc2c(=O)n(Cc3cccc(Br)c3)c(=S)[nH]c2c1	11	1.2	4	5	0.2	-2	-12	7	-3
CSc1nsc(SCC(=O)Nc2nncs2)n1	10	1.9	3	-3	0.1	-2	-5	-6	2
CCCCC(=O)N/N=C/c1ccc(Sc2cccc3cccnc23)o1	11	0.7	7	-1	0.1	-1	0	11	2
O=C(COc1ccc2oc(-c3ccco3)cc(=O)c2c1)N1CCCCC1	-16	-0.8	-5	-5	-0.2	3	8	2	2
N#Cc1ccc(C(=O)Nc2cc(S(=O)(=O)N3CCCC3)ccc2OCC(F)(F)F)cc1	-4	1.1	9	2	0.1	5	15	5	-1
CC(=O)N1CCN(c2nnc(-c3ccc(C)cc3)c3ccccc23)CC1	2	2.0	8	0	0.0	0	-5	-2	-2
CCCCNC(=O)c1cc2c(=O)n3cccc(C)c3nc2n(CCN2CCOCC2)c1=N	5	0.2	10	1	0.0	1	12	0	-1
COCC(C)N1CC(O)=C(c2nc(-c3ccc(Cl)cc3)cs2)C1=N (centres undefined)	9	0.1	-6	0	-0.1	-2	16	3	-5
Fc1ccc(-c2nnc3ccc(N4CCCC4)nn23)cc1	13	3.1	4	1	0.1	-3	7	-7	1
CC[N+](CC)(CC)C/C=C/CN1CCCCC1	-12	5.0	-4	0	0.1	2	-3	-5	-5
Cc1ccc(-c2sc(-c3ccccc3)nc2CC(=O)Nc2ccccc2F)cc1	-1	4.3	-7	-2	-0.4	1	0	-9	0
C(=N\n1cnnc1)/c1cccn1-c1ccccc1	-5	0.2	-4	-2	-0.1	3	2	0	2
Cc1cc(Nc2cc(C(=O)O)ccc2C)n2ncnc2n1	-9	-0.4	1	-4	0.0	3	12	-1	-1
CCOC(=O)c1ccc(S(=O)(=O)N2CCN(C(=O)C3CSC4(C)CCC(=O)N34)CC2)cc1 (centres undefined)	4	0.8	nt	nt	0.0	nt	6	nt	-1
CCC(C)(C)n1nnnc1C(c1cccnc1)N1CCCc2ccccc21 (centres undefined)	0	-0.3	2	-1	0.1	-1	10	-2	0
CCc1ccc(C(=O)NNC(=O)C2CCN(c3ncnc4sc(C)c(C)c34)CC2)cc1	-4	1.2	-1	0	-0.1	1	6	0	-4
Cc1ccnc(NC(=O)Cn2cc([N+](=O)[O-])cn2)c1	0	-1.5	1	4	0.1	-3	0	2	-2
CC(=O)N1CCc2cc(S(=O)(=O)C(C)CC(=O)Nc3ccc(OC(F)(F)F)cc3)ccc21 (centres undefined)	7	2.9	9	-2	0.7	2	9	-7	-4
CCOC(=O)c1sc2nc(-c3ccccc3)ccc2c1N	-4	2.5	8	5	0.0	-1	4	13	3
COc1ccc(C(=O)Nc2ccc(NC(=O)Cc3ccccc3)cn2)cc1	19	-0.5	14	-4	-0.1	-4	17	-9	-3
Cc1ccc(C(=O)Nc2nn(C)c3cccc(F)c23)cc1	1	-1.3	7	2	-0.1	0	1	0	-4

(cont.)
SMILES	ZTA counter	PP5 primary	EBNA-1 inhibitor	TPT1 inh	Efflux pump inh	CTSL1 counter	PREPL inh	core dimer inh	PP1 counter
Cc1c(C(=O)C(=O)NCCc2ccc(S(N)(=O)=O)cc2)c2ccccc2n1C	-3	2.4	3	5	0.0	-1	-3	0	2
COc1ccc(S(=O)(=O)N2CCC(C(=O)NCc3ccco3)CC2)cc1C	-3	2.5	-4	6	0.0	-3	1	-7	-1
Cc1cc(NC(=O)CC(F)(F)F)n(-c2ccccc2)n1	-12	4.5	-1	-4	-0.1	-1	-10	2	-1
CCC(C)(C)n1nnnc1C(c1cc2ccc(OC)cc2[nH]c1=O)N1CCCCC1 (centres undefined)	-3	5.5	-5	16	-0.1	3	5	5	-1
CCc1ccc(OC(=O)Cc2ccc(OC)c(S(=O)(=O)N3CCOCC3)c2)cc1	16	1.2	nt	nt	-0.1	nt	34	nt	-2
CN(C)CCNC(=O)c1cc2c(s1)-c1ccccc1OC2	4	1.6	0	5	-0.1	1	-13	-28	-4
CCOC(=O)C(C)N1CC(=O)N(c2ccccc2)C1=O (centres undefined)	-2	4.8	4	-2	0.0	0	-1	6	-1
CCCCNC(=O)CNC(=S)N(Cc1ccccc1)Cc1cccnc1	5	-0.1	3	1	-0.1	8	-1	4	-2
Cc1ccc(C(=O)CSc2nnc(CNc3ccc(C)cc3C)o2)cc1	-10	0.9	31*	-4	-0.2	1	9	3	1
CS(=O)(=O)N1CCC(C(=O)NCc2ccncc2)CC1	-2	-0.4	6	-5	-0.1	2	17	-10	0

Profiles, quoted from the list.
Entry for COc1ccc(S(=O)(=O)N2CCC(C(=O)NCc3ccco3)CC2)cc1C = ZTA counter = -3; PP5 primary = 2.5; EBNA-1 inhibitor = -4; TPT1 inh = 6; Efflux pump inh = 0.0; CTSL1 counter = -3; PREPL inh = 1; core dimer inh = -7; PP1 counter = -1
Entry for CN(C)CCNC(=O)c1cc2c(s1)-c1ccccc1OC2 = ZTA counter = 4; PP5 primary = 1.6; EBNA-1 inhibitor = 0; TPT1 inh = 5; Efflux pump inh = -0.1; CTSL1 counter = 1; PREPL inh = -13; core dimer inh = -28; PP1 counter = -4

Additional results follow.
SMILES	ZTA counter	PP5 primary	EBNA-1 inhibitor	TPT1 inh	Efflux pump inh	CTSL1 counter	PREPL inh	core dimer inh	PP1 counter
COC(=O)C1C(c2ccccc2)C(C(=O)OCc2ccco2)C1c1ccccc1 (centres undefined)	-2	3.2	-4	3	0.2	1	-6	-6	1
O=C1CN(C(=O)COC(=O)c2oc3ccccc3c2COc2ccccc2)c2ccccc2N1	5	8.4	10	2	0.4	0	7	13	-3
NS(=O)(=O)c1cccc(NC(=O)c2cncc(Br)c2)c1	-17	1.2	-1	-4	0.0	-2	8	-4	12
Cc1cc(=O)n2nc(N3CCCC(C(=O)NCc4cccc(Br)c4)C3)sc2n1 (centres undefined)	3	2.0	-7	0	0.0	1	8	-9	5
CS(=O)(=O)N1CCCC(C(=O)NCc2ccccc2Cl)C1 (centres undefined)	-4	2.6	-7	2	-0.1	-1	3	-11	-4
O=C(Cn1c(NCCO)nc2ccccc21)c1ccc(Cl)cc1	-10	-1.3	3	-3	0.0	-1	18	2	0
COc1ccc(C(=O)OCc2c(C)noc2C)cc1	3	-1.6	-1	3	0.1	7	3	1	-2
Cc1ccc(NC(=O)CSc2nc3c(c(=O)[nH]2)CN(Cc2ccc(F)cc2)CC3)cc1C	13	-0.7	5	1	-0.3	-6	-2	-2	-1
Cc1ccc(OCCSc2nc3ccccc3n2CC(=O)O)c(C(C)C)c1	5	1.3	0	3	0.2	2	-1	12	1
O=C(N/N=C/c1ccc(N2CCOCC2)o1)c1cccc(F)c1	-13	0.1	-14	-4	-0.1	0	10	-25	2
NS(=O)(=O)c1ccc(CCNC(=O)CN2CCN(Cc3cccc(C(F)(F)F)c3)CC2)cc1	10	-0.7	3	-1	0.0	2	6	7	2
C/C=C/c1ccc(OCC(=O)Nc2cc(OC)c(OC)c(OC)c2)c(OC)c1	-11	3.4	-5	2	0.1	-2	15	-2	4
COc1ccc(C=O)cc1CN1CCCN(Cc2ccccc2F)S1(=O)=O	8	1.3	8	0	0.3	-1	-19	7	3
N/C(=N\N=C\c1ccco1)SC1CC(=O)N(c2ccc(C(=O)O)cc2)C1=O (centres undefined)	-5	2.7	-2	4	0.0	4	1	-6	0
